S1P3 antag: blocks the human S1P3 receptor. CHO S1P3 NFAT-BLA reporter, FRET fluorescence, antagonist mode. actives 0.27% (n = 170,000). inhibition, % at 4.98 µM. Q99500. AID 485;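 active = inhibition above the plate cutoff, the mean inhibition of test wells on that plate plus 3 SD, cut at about 28% in these data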;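 note: cells challenged with S1P at its EC80 of 0.8 µM; blue over green emission ratio from cleaved BLA substrate after 4 h stimulation; 0% = S1P-stimulated wells and 100% = unstimulated DMSO-only wells; some compounds past the cut are filed as inactive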
Diaphorase act: diaphorase activation or chemical reduction counter-screen; activation factor at 20 µM; actives 0.005% (n = 190,000); Diaphorase/resazurin coupled assay, resorufin fluorescence, 16 min; stronger effect = higher value; 1 = vehicle wells, 0 = NADH-free wells;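 active = diaphorase activity raised at least twofold by the compound at 20 µM; inactive = activation factor below 2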
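Material: bacterial diaphorase enzyme (C. kluyveri); amount: enzyme 0.07 U/mL final; reagent: NADH substrate 0.114 mM plus resazurin dye 0.1 mM, final; doses: single compound dose of 20 µM, 1% DMSO final; timing: 16 min enzyme reaction, ambient temperature; measured by: fluorescence of resorufin, 544 nm excitation, 590 nm emission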
PMI act hi M6P: activators of human phosphomannose isomerase at near-saturating mannose 6-phosphate; activation factor at 20 µM; P34949; coupled PMI enzyme assay, resazurin fluorescence, 20 min; stronger effect = higher value; 1 = untreated enzyme, 0 = substrate-free blank; actives 0.34% (n = 190,000);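 active = activation factor of 2 or more at 20 µM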
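Test system: human PMI in coupled enzyme assay; Input: PMI at 15 ng/mL final; Medium: HEPES buffer, pH 7.4; Schedule: 20 min incubation at room temperature; Technique: resorufin fluorescence at Ex 544/Em 590 nm; Compound: 20 µM single dose; Probe or stimulus: Near-saturating mannose-6-phosphate, 1.0 mM.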
PPARg SRC1 recr: agonists of human PPARgamma SRC-1 coactivator recruitment. P37231. PPARgamma-SRC-1 coactivator recruitment biochemical assay. activation, % at 8 µM. actives 0.41% (n = 200,000). AID 631; in the data active = activation above about 19%;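 note: 0% = DMSO and 100% = reference agonist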
PPARg SRC-3 ag: agonists of human PPARgamma SRC-3 coactivator recruitment; P37231; biochemical PPARgamma/SRC-3 coactivator recruitment assay; activation, % at 8 µM; actives 0.26% (n = 200,000); AID 731; in the data active = activation above about 23%;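 note: 0% = DMSO and 100% = reference agonist; some compounds past the cut are filed as inactive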
ROMK mod: human ROMK K+ channel modulation, primary screen; P48048; Tet-inducible ROMK, thallium flux fluorescence; actives lie on both sides; B-score at 10 µM; actives 2% (n = 130,000); AID 1918;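 active = signal ratio slope over the read window, or its plate-corrected B-score, at least 3 SD from the plate mean, either direction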;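 note: B-score of the F/F0 ratio slope over 7 to 12 s after thallium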
Target sequence (P48048 whole entry, looked up): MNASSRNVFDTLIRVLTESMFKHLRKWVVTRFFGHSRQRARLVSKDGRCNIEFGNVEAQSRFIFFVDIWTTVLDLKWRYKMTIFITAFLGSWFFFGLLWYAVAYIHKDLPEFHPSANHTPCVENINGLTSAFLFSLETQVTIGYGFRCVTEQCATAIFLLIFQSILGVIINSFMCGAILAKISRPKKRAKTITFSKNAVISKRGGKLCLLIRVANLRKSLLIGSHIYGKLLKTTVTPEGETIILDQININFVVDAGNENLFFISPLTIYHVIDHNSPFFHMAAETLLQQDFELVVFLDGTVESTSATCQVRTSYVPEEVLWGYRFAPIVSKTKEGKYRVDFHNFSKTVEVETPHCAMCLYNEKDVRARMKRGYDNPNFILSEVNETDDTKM
TR-FRET SRC-2 ct: flags TR-FRET format artefacts in PPARgamma SRC-2 recruitment agonist screen; TR-FRET artefact counter-screen; stronger effect = higher value; TR-FRET ratio at 8 µM; actives 0.4% (n = 200,000); AID 1049; in the data active = TR-FRET ratio above about 2000; note: inactives centre near 1500
PMI activator: increases human mannose-6-phosphate isomerase activity; activation factor at 20 µM; purified human PMI, coupled resazurin fluorescence, 20 min; stronger effect = higher value; 1 = vehicle control, 0 substrate-free wells; P34949; actives 0.005% (n = 190,000);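 active = activation factor of 2 or more at 20 µM, relative to plate controls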
G6PDH CS: L. mesenteroides G6PDH inhibition counter-screen; Purified L. mesenteroides G6PDH, diaphorase/resazurin coupled fluorescence, 45 min; inhibition, % at 5 µM; actives 0.12% (n = 200,000); AID 1020; in the data active = inhibition above about 50%
Diaph inh CS: diaphorase inhibition or chemical oxidation counter-screen; inhibition, % at 20 µM; diaphorase resazurin-to-resorufin fluorescence, NADH, 16 min; bacterial (C. kluyveri) enzyme, not human; actives 0.69% (n = 190,000);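 active = primary screen inhibition at 20 µM above a set limit, cut at about 50% in these data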;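 note: plate controls were DMSO with full reaction for no effect and wells lacking NADH for full effect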
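Test system: diaphorase enzyme from Clostridium kluyveri; amount: diaphorase at 0.14 U/mL in enzyme working solution; detection: fluorescence of resorufin formed from resazurin, Ex 544/Em 590 nm; times: reaction incubation of 16 min at room temperature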
PPARg SRC-2 ag: PPARgamma-driven SRC-2 recruitment agonism | P37231 | PPARgamma LBD-SRC-2 recruitment, biochemical | activation, % at 8 µM | actives 0.34% (n = 200,000) | AID 1032; in the data active = activation above about 22%;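 note: 0% = vehicle and 100% = reference agonist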
* marks the source's active call; other numbers are inactive results; / = not tested or not shown.

item	Compound	S1P3 antag	Diaphorase act	PMI act hi M6P	PPARg SRC1 recr	PPARg SRC-3 ag	ROMK mod	TR-FRET SRC-2 ct	PMI activator	G6PDH CS	Diaph inh CS	PPARg SRC-2 ag
1	CC1CN(C(=O)c2cc(F)c(F)cc2Cl)CC(C)O1 (stereo not given)	-10	/	/	1	-3	/	1550	/	/	/	6
2	NCCCC[C@@H]1NC(=O)c2cc([N+](=O)[O-])cc(I)c2SC[C@@H](C(N)=O)NC(=O)[C@H](CCC(N)=O)NC1=O	-4	0.7	1.3	-1	1	-0.53	1303	1.3	7	26	7
3	COCCN(CCOC)c1nc(S(=O)(=O)c2ccc(C)cc2)c(Cl)s1	/	0.9	0.9	3	5	/	1583	0.8	16	14	4
4	CCCCN(CC)Cc1ccc(CNC(=S)Nc2ccccc2F)o1	2	1.1	1	0	0	-0.75	1493	1.1	2	-8	-2
5	COCCOC(=O)C(C#N)c1nc2ccccc2nc1N1CCN(Cc2ccccc2)CC1 (stereo not given)	17	0.9	1	2	-5	/	1628	0.9	6	12	12
6	CC(Oc1ccc(Cl)cc1)C(=O)OCC(=O)Nc1ncc(Cl)cc1Cl (stereo not given)	/	0.9	1	0	-1	-0.33	1601	1	-1	12	9
7	CC(NC(=S)Nc1ccc([N+](=O)[O-])cc1)c1ccncc1 (stereo not given)	0	0.9	1	2	1	1.2	1396	1	8	10	1
8	CCCN1Cc2cccc(C(=O)Nc3cc(OC)cc(OC)c3)c2C1=O	12	0.9	0.9	0	-3	0.12	1368	0.9	10	14	1
9	CC(=O)C1=C(O)C(=O)N(Cc2cccnc2)C1c1ccc(Cl)cc1 (stereo not given)	/	1	1.3	-2	18	-0.0019	1512	1.2	-9	1	9
10	O=c1c2ccccc2nc2c3ccccc3c(NCCO)nn12	-9	0.9	0.9	7	-2	0.95	1502	0.9	-3	15	-6
11	Cc1ccc(-c2noc(CSc3nnnn3-c3ccccc3)n2)cc1	12	0.9	1	-2	-9	/	1441	1	12	12	0
12	CC1CCCCC1NC(=O)CCCc1nc2ccccc2c(=O)[nH]1 (stereo not given)	-28	1	0.9	5	3	/	1576	0.9	0	1	10
13	O=C(c1cccs1)N1CCN(Cc2ccc3c(c2)OCO3)CC1	0	0.9	1	-9	0	/	1444	1	-1	6	-2
14	NC(=O)C1(N2CCCCC2)CCN(C(=O)c2ccc(-n3cnnn3)cc2)CC1	-4	0.8	1.1	9	-3	-0.1	1602	1.2	4	23	2
15	CC(C)(C)CC(C)(C)NC(=O)CSCC(=O)Nc1ccc2ccccc2c1	/	0.8	0.9	1	3	/	1711	0.9	10	19	1
16	O=C(NCc1cccs1)c1nc2c(nnn2Cc2ccc(F)cc2)c(=O)[nH]1	-12	0.8	1	5	-3	/	1457	1	7	18	3
17	CCOC(=O)Nc1ccc2c(c1)N(C(=O)CCN1CCN(CCO)CC1)c1ccccc1CC2	/	1	1.2	4	5	0.26	1543	1.1	1	4	-2
18	CCCCNC(=O)CS(=O)Cc1nc(-c2cccc(Cl)c2)oc1C (stereo not given)	7	0.9	1.1	-5	-8	/	1343	1.1	15	10	0
19	CCn1c(CNC(=O)c2cccc(C)c2)nc2ccccc21	-2	0.9	1	5	10	/	1679	0.9	3	8	-8
20	COc1cc(Cl)c(C)cc1NC(=O)CSc1nnc(-c2ccccn2)n1Cc1ccco1	32	0.7	1	-4	8	/	1578	0.9	7	26	8
21	N=c1c2c(-c3ccccc3)c(-c3ccccc3)n(Cc3ccco3)c2ncn1Cc1ccccc1	/	1.1	0.9	-5	-6	-4.8*	1401	0.9	5	-6	3
22	COC(=O)c1cc(C(=O)OCC(=O)Nc2ccccc2OC(F)F)cc([N+](=O)[O-])c1	5	0.9	1	-4	-2	/	1640	1	-4	10	4
23	O=C1N/C(=C/c2cccs2)C(=O)N1Cc1ccc(Br)cc1	-17	1.3	1.1	8	2	-0.29	1806	1.2	14	-25	1

From no. 11 up to 12, copied from above:
item	Compound	S1P3 antag	Diaphorase act	PMI act hi M6P	PPARg SRC1 recr	PPARg SRC-3 ag	ROMK mod	TR-FRET SRC-2 ct	PMI activator	G6PDH CS	Diaph inh CS	PPARg SRC-2 ag
11	Cc1ccc(-c2noc(CSc3nnnn3-c3ccccc3)n2)cc1	12	0.9	1	-2	-9	/	1441	1	12	12	0
12	CC1CCCCC1NC(=O)CCCc1nc2ccccc2c(=O)[nH]1 (stereo not given)	-28	1	0.9	5	3	/	1576	0.9	0	1	10

Grouped by structure: those above containing a thiophene ring, fused or not.
item	Compound	S1P3 antag	Diaphorase act	PMI act hi M6P	PPARg SRC1 recr	PPARg SRC-3 ag	ROMK mod	TR-FRET SRC-2 ct	PMI activator	G6PDH CS	Diaph inh CS	PPARg SRC-2 ag
13	O=C(c1cccs1)N1CCN(Cc2ccc3c(c2)OCO3)CC1	0	0.9	1	-9	0	/	1444	1	-1	6	-2
16	O=C(NCc1cccs1)c1nc2c(nnn2Cc2ccc(F)cc2)c(=O)[nH]1	-12	0.8	1	5	-3	/	1457	1	7	18	3
23	O=C1N/C(=C/c2cccs2)C(=O)N1Cc1ccc(Br)cc1	-17	1.3	1.1	8	2	-0.29	1806	1.2	14	-25	1

High-throughput results from PubChem BioAssay.
